LYP phosphatase – inhibitors of LYP phosphatase, biochemical, fluorescence intensity, uHTS (AID 1779); actives 0.054% (n = 290,000); inhibition, % at 11.5 µM; hits with a dose series show IC50 in µM; recombinant LYP phosphatase, fluorescence intensity; higher % means a stronger effect; in the data active means inhibition above about 50%;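 further: plate controls were vehicle with enzyme for no effect and no enzyme for full effect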
K1F lysis inhibition – protection from phage-mediated lysis, alamar blue read-out – E. coli UTI89, K1F phage, bacterial capsule biogenesis inhibitors (AID 488966); E. coli UTI89 K1F phage lysis, alamar blue, 2 h; higher % means a stronger effect; one-dose inhibition, % at 100 µM; IC50 in µM for titrated hits; actives 0.02% (n = 340,000);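 active means phage lysis inhibition, versus mean bacterial control, above a set limit; inconclusive means no clear call, values can overlap the other calls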;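 further: capsule biogenesis inhibitors block K1F phage lysis so surviving cells raise fluorescence; higher fluorescence means more inhibition of phage lysis; actives were called in the ten point dose series up to 300 µM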
WT yeast gro inh – growth inhibition of WT yeast, mitochondrial fusion screen; mitochondrial fusion phenotypic screen, WT strain; inhibition, % at 10 µM; actives 2.1% (n = 190,000); in the data active means inhibition above about 58%; tested in S. cerevisiae
Autophagy HCS – modulators of autophagy. MEF GFP-LC3 puncta imaging; test concentration mostly 10 µM. calls only at 10 µM (by protocol). actives 0.98% (n = 190,000);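 active means percentage of spot-positive cells more than 3 SD above its plate mean, without a fluorescence outlier flag or 80% toxicity; inconclusive means no clear call, values can overlap the other calls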;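 further: spot-positive cell cutoff set from DMSO-treated cells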
AID2073 – disruptors of CaV2.2 binding to Mint1 – biochemical, HTRF (AID 2073); HTRF protein-protein interaction, Mint1-CaV2.2; higher % means a stronger effect; actives 0.19% (n = 290,000); inhibition, % at 20 µM; hits with a dose series show IC50 in µM; in the data active means inhibition mostly above about 51%, no sharp cut-off; inconclusive means no clear call, values can overlap the other calls; inactive means mostly below about 53%; further: some results filed as inactive read as strong as hits
Dengue-2 NS5 capping – flavivirus cap methylation enzyme inhibition – biochemical, confirmation dose response, primary screen (AID 588689). actives 0.3% (n = 340,000). inhibition, % at 25 µM; hits with a dose series show IC50 in µM. Dengue-2 NS5 methyltransferase capping enzyme assay, biochemical; higher % means a stronger effect; in the data active means a potency from the dose series; inconclusive means inhibition above about 29% without an active follow-up result
NTR1 ag – NTR1-driven beta-arrestin-GFP spot formation – imaging, U2OS cells, high content, primary screen (AID 493036); agonist mode; P30989; activation, % at 20 µM; actives 0.17% (n = 330,000);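 active means activation at or above 40% of the spot to cytoplasm intensity ratio, with at least 20 cells analyzed; inconclusive means wells under 20 cells, flagged as cytotoxic or low count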;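 further: 0% = DMSO without peptide and 100% = 100 nM NTR1 peptide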
Target sequence (P30989 whole entry, looked up): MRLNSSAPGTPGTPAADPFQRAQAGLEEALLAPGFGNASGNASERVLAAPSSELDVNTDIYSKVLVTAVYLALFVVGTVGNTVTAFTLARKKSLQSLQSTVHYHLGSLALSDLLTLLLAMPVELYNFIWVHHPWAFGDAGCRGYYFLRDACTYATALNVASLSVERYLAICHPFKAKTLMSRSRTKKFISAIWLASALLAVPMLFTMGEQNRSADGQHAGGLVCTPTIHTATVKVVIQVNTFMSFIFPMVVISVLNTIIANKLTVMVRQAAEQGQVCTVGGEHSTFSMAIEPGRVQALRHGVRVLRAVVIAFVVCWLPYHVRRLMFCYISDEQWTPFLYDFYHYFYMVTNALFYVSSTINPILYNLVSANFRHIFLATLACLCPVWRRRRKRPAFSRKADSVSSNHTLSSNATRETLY
GPR35 arrestin U2OS – inhibition of zaprinast-stimulated GPR35 beta-arrestin translocation – imaging, U2OS, beta-arrestin-GFP, zaprinast agonist, primary screen (AID 2058); U2OS GPR35 beta-arrestin-GFP translocation imaging, zaprinast antagonism; higher % means a stronger effect; inhibition, % at 10 µM; hits with a dose series show IC50 in µM; actives 0.052% (n = 290,000);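 active means inhibition of at least 50% with at least 30 cells and total cytoplasm GFP at most 10,000,000; inconclusive means under 30 cells or total GFP of 10,000,000 plus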
RSV CPE inhibition – RSV antiviral activity via CPE protection, HEp-2 cells, primary 10 µM value included (AID 2391) | actives 0.13% (n = 310,000) | CPE inhibition, % at 10 µM; hits with a dose series show IC50 in µM | HEp-2 cells, RSV-induced CPE inhibition; higher % means a stronger effect; in the data active means a potency from the dose series; inconclusive means CPE inhibition mostly from about 23% at the one dose, without a potency; inactive means the rest, 99 in 100 with CPE inhibition below about 21%; further: strong numbers were not always called active
WT yeast gro inh mutant strain – also measured in WT yeast gro inh; calls as there; inhibition, %; mitochondrial fusion phenotypic screen, mutant strain inhibition
Autophagy HCS cell loss 18 h – recorded beside Autophagy HCS, whose call it bears; toxicity, %; measured here: cell loss, nuclei count;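 cell loss after 18 h compound exposure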
NTR1 ag cell count 20 µM – further read-out of NTR1 ag, marked with its call; cell count; measured here: cell count, cytotoxicity flag
Dengue-2 NS5 capping pilot replicate – further read-out of Dengue-2 NS5 capping, marked with its call; inhibition, %; measured here: pilot screen replicate inhibition
* = called active by the depositor; i = inactive; u = inconclusive; x = no result given; + = active, no number; [ ] = remark or other dose.

SMILES	LYP phosphatase	K1F lysis inhibition	WT yeast gro inh	WT yeast gro inh mutant strain	Autophagy HCS	Autophagy HCS cell loss 18 h	AID2073	Dengue-2 NS5 capping	NTR1 ag	NTR1 ag cell count 20 µM	GPR35 arrestin U2OS	RSV CPE inhibition	others
O=C(Cn1c(=O)oc2ccccc21)Nc1ccc(Cl)cc1	-8%	0.3%	x	x	x	x	13%	-5%	0.1	74	2%	0.1%
CCNC(=S)Nc1ccc2cn[nH]c2c1	0%	0.3%[50 µM]	-13	-2	i	-18	-9%	0%	7.8	47	5%	3.2%
Cc1ccc(-c2csc3nc(C)n(N)c(=O)c23)cc1	1%	0.2%	-4	2	i	2	-10%	-5%	-2.4	78	11%	6.6%
CN(C(=O)COC(=O)c1cc(S(=O)(=O)N2CCOCC2)ccc1Cl)C1CCS(=O)(=O)C1 (centres undefined)	x	0.9%[50 µM]	x	x	x	x	x	1%	-1.9	75	x	-1.5%
Cc1noc(C)c1S(=O)(=O)N1CCN(c2ccccc2)CC1	0%	-0.1%	6	12	i	15	7%	-2%	1.6	90	-7%	1.9%
O=C(OCC(=O)N1CCc2ccccc21)c1nc(Cl)ccc1Cl	3%	0.1%	7	4	i	-18	19%	0%	-0.5	38	20%	7.5%
CC(C)N(CCn1c(=S)[nH]c2ccccc2c1=O)C(C)C	-2%	-0.4%	6	15	i	-8	-31%	-1%	-0.6	63	-4%	-1.1%
CC(=O)c1cccc(NC(=O)c2ccc(NC(=O)CC3SC(N4CCCCC4)=NC3=O)cc2)c1 (centres undefined)	-7%	0.0%	x	x	x	x	6%	-5%	-0.1	47	-3%	3.8%
CNCc1nc2ccccc2[nH]1	-6%	0.6%	-2	-9	i	6	-17%	-9%	-2.1	93	-10%	0.0%
CCc1nn(C(C)C(=O)N2CC(C)CC(C)C2)c(=O)c2cc3occc3n12 (centres undefined)	-15%	0.4%	x	x	x	x	9%	1%	0.1	47	16%	5.7%
O=C(CNC(=O)C1COc2ccccc2O1)N/N=C\c1ccccc1Cl (centres undefined)	-10%	0.3%	x	x	x	x	6%	-4%	1.3	45	38%	0.4%
Nc1ccc(S(=O)(=O)c2ccc(N)c(N)c2)cc1	-9%	-2.3%	-11	-5	i	-8	-12%	-10%	0.7	27	-10%	0.8%
COc1ccc(-c2c(-c3cc(OC)cc(OC)c3)n(C)c3ccc(-c4ccc5[nH]ccc5c4)cc23)cc1	x	2.9%	x	x	x	x	x	8%	1.3	55	x	2.8%
CO[C@@]1(NC(=O)C2SC(=C(C(N)=O)C(=O)O)S2)C(=O)N2C(C(=O)O)=C(CSc3nnnn3C)CS[C@@H]21 (some centres undefined)	x	-15%	x	x	x	x	x	-3%	0.8	63	x	1.5%
Cc1ccc2[nH]cc(CCNC(=O)c3ccc([N+](=O)[O-])cc3)c2c1	-8%	0.1%	-1	-8	i	10	-8%	-12%	3.6	75	11%	2.4%
O=C(OCc1nc2ccccc2[nH]1)C12CC3CC(CC(C3)C1)C2	2%	3.6%	-8	-35	i	24	7%	-5%	3.3	53	5%	1.6%
CCCN(C(=O)CN1C(=O)NC2(CCCCCC2)C1=O)C1CCS(=O)(=O)C1 (centres undefined)	-1%	0.3%	-5	2	i	1	12%	-1%	0.7	34	4%	2.2%
Cc1ccc(S(=O)(=O)N2CCN(C(=O)Cn3nc(C(=O)O)c4ccccc4c3=O)CC2)cc1	-10%	0.6%[50 µM]	x	x	x	x	u	x	-0.5	55	2%	-0.7%
CN=C(c1ccco1)n1c(=S)nc(-c2ccco2)n(C)c1=S	-7%	1.1%	-8	-5	i	2	46%	14%	-1.6	73	-6%	1.5%
Cc1ccc(/C=C2\SC(=S)N(C(Cc3ccccc3)C(=O)O)C2=O)cc1 (centres undefined)	3%	-0.3%	-33	-19	i	6	-1%	39µM*	0.8	58	-4%	10%
Cc1ccc2[nH]c(CCN(C)C)c(CN3CCOCC3)c2c1	x	0.1%[50 µM]	x	x	x	x	x	-3%	-0.3	39	x	-1.0%
CC(=O)Nc1ccc(S(=O)(=O)N2CCN(c3cc4c(cc3[N+](=O)[O-])n(C)c(=O)n4C)CC2)cc1	-3%	-0.1%	-15	-15	i	-31	2%	-1%	-1.5	52	-2%	1.3%
O=C(CCc1nnc2n(Cc3ccc(Cl)cc3)c(=O)c3ccccc3n12)N1CCN(c2ccccn2)CC1	0%	0.4%	x	x	x	x	19%	-7%	8.1	61	-8%	u
COc1ccc(S(=O)(=O)N2CCCCCC2)cc1C(=O)N(C)CC(=O)Nc1ccccc1C(F)(F)F	x	0.6%[50 µM]	x	x	x	x	x	-10%	1.1	68	x	0.6%
CC(C)NS(=O)(=O)c1ccc(OCC(=O)NCc2ccccc2)cc1	-5%	5.6%	-3	-10	i	5	-1%	-3%	0.0	66	-2%	1.1%
c1ccn2c(SCc3ccc4c(c3)OCCO4)nnc2c1	-2%	0.2%	13	2	i	-1	-2%	0%	-5.0	55	2%	-0.1%
CCCc1nn(C)c(C(=O)Nc2ccc(C(C)(C)C)cc2)c1Cl	1%	6.9%	63*	19*	i	1	8%	3%	13	53	16%	16%
S=c1[nH]nc(CN2CCCCC2)n1-c1ccc(Cl)cc1	-7%	0.4%	-13	20	i	2	-21%	-5%	1.2	60	-9%	1.0%
O=C(COC(=O)/C=C/c1ccc(OC(F)F)cc1)NC1CCCCCCC1	x	0.6%[50 µM]	x	x	x	x	x	-4%	0.0	43	x	-1.4%
CC(NC(=O)COC(=O)c1cc(NS(=O)(=O)c2ccc(Cl)c([N+](=O)[O-])c2)ccc1O)C1CC2CCC1C2 (centres undefined)	8%	1.3%[50 µM]	-6	-5	i	5	10%	-3%	15	41	13%	9.1%
CCOC(=O)CC1CCCCN1C(=O)c1cc(COc2cccc3cnccc23)on1 (centres undefined)	-12%	0.1%	x	x	x	x	14%	-11%	1.5	70	-10%	-1.8%
O=C(OCc1ccc([N+](=O)[O-])cc1)c1cc(=O)c2ccccc2o1	-8%	0.4%	x	x	x	x	7%	-1%	-1.4	48	-3%	0.3%
C/C(=N\NC(=O)c1cc(C)oc1C)c1ccc(C)c([N+](=O)[O-])c1	x	0.6%[50 µM]	x	x	x	x	x	-3%	0.4	51	x	-0.9%
Cc1cccc(C(=O)Nc2nnc(S(=O)(=O)N(C)Cc3ccco3)s2)c1	-7%	6.0%	x	x	x	x	27%	5%	0.6	69	4%	1.8%
Cc1ccc(C(=O)OCC(=O)Nc2ccccc2Cl)c(O)c1	-7%	-0.4%[50 µM]	x	x	x	x	21%	-2%	0.0	57	2%	1.2%
Cc1cc(=O)[nH]c(Nc2cccc(Br)c2)n1	3%	0.4%	x	x	x	x	9%	-1%	0.8	72	-3%	u
CCOc1ccc(OCC(O)CN2CCN(S(=O)(=O)c3cccc(C(F)(F)F)c3)CC2)cc1 (centres undefined)	-4%	0.6%[50 µM]	x	x	x	x	11%	-3%	x	x	3%	4.0%
O=C(c1ccc([N+](=O)[O-])cc1)N(Cc1ccccc1)c1ccccn1	-1%	-1.8%	8	14	i	9	10%	-6%	0.2	51	17%	-1.3%
Brc1ccc(OCCOCCN2CCOCC2)cc1	-8%	3.8%	10	7	i	-11	-1%	-3%	1.9	68	8%	1.1%
CCS(=O)(=O)N1CCN(c2ccc(C(=O)N3CCOCC3)cc2[N+](=O)[O-])CC1	-7%	0.1%	x	x	x	x	4%	1%	0.4	45	5%	2.2%
CC(=O)c1c(C)[nH]c(C(=O)NCc2cccs2)c1C	-1%	3.1%	4	4	i	-3	6%	-11%	-1.7	50	2%	1.7%
S=C(NCCc1ccccc1)Nc1ccccn1	-10%	4.3%	3	9	i	-4	-34%	-5%	4.8	42	11%	1.3%
Cc1ccc(-n2cccc2C(=O)NS(=O)(=O)c2ccc(C)cc2)cc1	1%	-0.1%	x	x	x	x	17%	1%	2.2	55	6%	4.7%
COC(=O)c1c(NC(=O)C2CC=CCC2C(=O)O)sc(C(N)=O)c1C (centres undefined)	-5%	-0.3%	-4	-12	i	-13	10%	-5%	0.7	35	-6%	-1.0%
Cc1ccc(S(=O)(=O)c2cc3ccccc3oc2=Nc2ccc3c(c2)OCO3)cc1	3%	4.1%	-5	-9	+	-3.4*	-1%	2%	7.9	79	6%	1.9%
Cc1c(Cc2ccccc2)sc(NC(=O)C(C)(C)C)c1C(N)=O	-4%	1.4%	78	80	i	8	15%	-13%	5.3	57	-5%	11%
Cc1nn(C)c(C)c1CN(C)C(=O)CCCC(=O)O	-7%	1.6%	-11	-9	i	-12	-4%	-6%	-1.1	52	12%	0.6%
Cc1ccc(S(=O)(=O)N2CN(CC3CCCO3)c3nc4ccccc4nc32)c(C)c1 (centres undefined)	-2%	0.4%	x	x	x	x	-1%	2%	2.0	65	6%	0.2%
Cc1ccccc1OCC(=O)Nc1nnc(C2CCCCC2)s1	-4%	1.2%	x	x	x	x	1%	-9%	0.3	50	4%	x
CCc1ccc(NC(=O)CN(N=Nc2nonc2C)c2nonc2C)cc1	0%	7.9%	24	-8	i	4	u	3%	-0.6	29	10%	14%
CCOc1[nH]n(-c2ccccc2)c(=O)c1C=NCc1cccnc1	-4%	-0.2%	-31	7	i	0	2%	-11%	1.0	92	-3%	3.1%
CCOC(=O)c1sc(-c2ccc(Br)cc2)cc1N	4%	4.7%	6	38	i	14	17%	-1%	3.5	71	-8%	22%
COc1cccc(C2c3[nH]c4ccccc4c3C[C@H]3C(=O)N(c4ccccc4C(=O)N4CCCC4C(=O)O)C(=O)N23)c1 (some centres undefined)	-8%	1.2%	x	x	x	x	8%	12%	5.6	84	-14%	3.8%
CC1(O)CC(=O)N(c2ccccc2)O1 (centres undefined)	-11%	0.1%	-11	7	i	-5	-22%	-7%	0.4	81	-12%	-0.2%	Dengue-2 NS5 capping pilot replicate=-7.9
CCCCc1ccc(NC(=S)N2CCC(O)CC2)cc1	-2%	-0.9%	-7	-15	i	-6	-18%	3%	-1.0	40	8%	2.1%
O=C(C[n+]1ccc(/C=N/O)cc1)NC1CCCCC1	-3%	0.3%	-6	19	i	7	3%	-7%	-0.6	53	-6%	-0.3%

Compound activity deposited in PubChem by several laboratories.

Random draw from the library; 2.6% or so of the library scored in one or more.
